Pol iota inh = blocks human DNA polymerase iota activity. Pol iota fluorescent replication assay, 10 min. Potency, µM (series often up to 115 µM), without a hit: at the top dose activity, negative = inhibition, most hits filed as inhibitors. hit rate 1% among 390,000. AID 588590
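Pol iota at 10 nM preincubated 15 min with compounds at room temperature; reaction started with fluorescent substrate, 50 nM final. Fluorescence read kinetically at 0 and 10 min; buffer-only wells as negative control.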
APEX1 inh = blocks human APE1 abasic DNA cleavage | recombinant APE1, TAMRA/BHQ-2 abasic DNA cleavage fluorescence | Potency, µM (doses to about 65.8 µM), inactives show top-dose activity change, negative = inhibition, usual class: inhibitors | hit rate 0.35% among 350,000 | P27695;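 note: plate controls were vehicle for no effect and reference inhibitor for full effect; nearly all actives have a fitted effect of over 55% in size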
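APE1 at 0.75 nM preincubated 15 min at room temperature with compound. Reaction then started with 50 nM double-stranded THF-abasic substrate labelled with TAMRA/BHQ-2, and 525/598 nm fluorescence read kinetically. Activity taken as third-minus-first read difference, normalized to DMSO and NSC13755 controls.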
POLH inh = blocks human DNA polymerase eta activity; Q9Y253; recombinant Pol eta, fluorescent DNA replication assay; hit rate 1.2% among 390,000; Potency, µM (series often up to 114 µM), inactives show at the top dose activity change, negative = inhibition, most hits filed as inhibitors; note: % is set by controls: 0 for no effect and ±100 for the full control effect
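Fluorescent replication assay: 50 nM final substrate added after a 15 min room-temperature compound preincubation with 10 nM enzyme. Signal taken at 0 min and again at 10 min.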
BAZ2B block = BAZ2B (human) inhibition; AlphaScreen BAZ2B-H3K14Ac peptide displacement; Potency, µM (titrated, usually from 114 µM), for inactives: at the top dose activity change, negative = inhibition, usual class: inhibitors; hit rate 4.4% among 360,000; note: % is set by controls: 0 for no effect and ±100 for the full control effect; nearly all actives have a fitted effect of over 60% in size
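In this displacement format the biotinylated H3(5-23) peptide acetylated at Lys14 serves as ligand at 50 nM, with BAZ2B at 50 nM in PBS pH 7.4 containing 0.01% Tween-20. Donor and acceptor beads are 10 ug/mL final.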
BLM helicase inh = blocks DNA unwinding by human BLM helicase. recombinant BLM DNA unwinding, fluorescence dequenching. hit rate 0.2% among 350,000. Potency, µM (series often up to 56.1 µM), inactives show at the top dose activity change, negative = inhibition, actives largely listed as inhibitors;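 note: plate controls were vehicle for no effect and no enzyme for full effect; nearly all actives have a fitted effect of over 35% in size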
G9a block = inhibitors of human histone lysine methyltransferase G9a; Q96KQ7; G9a H3K9 monomethylation, AlphaScreen, 2 h; Potency, µM (titrated, usually from 102 µM), for the others: top-dose activity, negative = inhibition, hits mostly inhibitors; hit rate 8.8% among 350,000; note: % is set by controls: 0 for no effect and ±100 for the full control effect; nearly all actives have a fitted effect of over 75% in size
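G9a (20 nM) was preincubated 15 min with compound, then reacted 2 h at room temperature with 500 nM biotin-H3K9 peptide and 20 µM SAM. Monomethyl-H3K9 detected by AlphaScreen using anti-H3K9me1 antibody.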
Pol kappa inh = DNA polymerase kappa (human) inhibition. purified Pol kappa, fluorescent DNA synthesis assay, 10 min. Q9UBT6. hit rate 0.53% among 400,000. AID 588579. Potency, µM (titrated, usually from 107 µM), inactives show top-dose activity, negative = inhibition, usual class: inhibitors; note: % is set by controls: 0 for no effect and ±100 for the full control effect
Target sequence (Q9UBT6 whole entry, looked up): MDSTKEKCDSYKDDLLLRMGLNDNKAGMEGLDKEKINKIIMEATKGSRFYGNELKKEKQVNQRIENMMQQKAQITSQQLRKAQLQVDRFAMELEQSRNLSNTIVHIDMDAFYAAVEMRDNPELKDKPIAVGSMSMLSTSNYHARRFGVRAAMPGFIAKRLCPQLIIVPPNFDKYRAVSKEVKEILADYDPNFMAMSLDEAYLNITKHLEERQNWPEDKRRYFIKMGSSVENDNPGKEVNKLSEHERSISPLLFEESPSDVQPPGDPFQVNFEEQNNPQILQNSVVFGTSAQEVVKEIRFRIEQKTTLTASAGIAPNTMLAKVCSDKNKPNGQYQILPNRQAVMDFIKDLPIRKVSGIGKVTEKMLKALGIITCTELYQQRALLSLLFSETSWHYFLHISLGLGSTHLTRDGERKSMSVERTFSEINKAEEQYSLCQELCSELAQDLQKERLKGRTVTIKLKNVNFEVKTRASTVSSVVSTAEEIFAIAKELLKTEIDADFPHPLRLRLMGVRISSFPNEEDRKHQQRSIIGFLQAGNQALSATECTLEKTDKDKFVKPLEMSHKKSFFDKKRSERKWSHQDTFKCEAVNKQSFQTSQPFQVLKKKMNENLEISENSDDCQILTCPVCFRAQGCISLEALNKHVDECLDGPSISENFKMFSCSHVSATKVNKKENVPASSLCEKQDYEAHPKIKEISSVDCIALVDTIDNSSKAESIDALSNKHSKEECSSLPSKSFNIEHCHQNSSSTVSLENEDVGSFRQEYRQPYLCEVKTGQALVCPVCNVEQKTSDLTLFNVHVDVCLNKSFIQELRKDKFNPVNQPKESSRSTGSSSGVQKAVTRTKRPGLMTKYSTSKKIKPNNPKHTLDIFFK
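Here, compound and 10 nM enzyme are combined for 15 min at room temperature; adding 50 nM substrate (final) starts DNA synthesis, tracked by fluorescence at 0 and 10 min against buffer-only wells.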
POLB inh = blocks human DNA polymerase beta activity. hit rate 1.3% among 340,000. Pol beta primer extension/strand displacement, fluorescence kinetic. AID 485314. P06746. Potency, µM (titrated, usually from 114 µM), inactives show top-dose activity change, negative = inhibition, most hits filed as inhibitors; note: % is set by controls: 0 for no effect and ±100 for the full control effect
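Curves were derived by four-parameter Hill fits of normalized qHTS data. The kinetic fluorescent primer-extension read was taken at 0 and 10 min after 50 nM substrate, following a 15 min room-temperature preincubation of 10 nM enzyme with compounds.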
JMJD2A Tudor inh = inhibitors of human JMJD2A Tudor domain; hit rate 4.4% among 390,000; AlphaScreen JMJD2A-Tudor / H3K4me3 peptide binding; AID 504339; Potency, µM (titrated, usually from 114 µM), inactives show at the highest dose activity change, negative = inhibition, usual class: inhibitors; O75164; note: % is set by controls: 0 for no effect and ±100 for the full control effect; nearly all actives have a fitted effect of over 50% in size
The depositor's hits bear a star; ? = inconclusive; · = no result given; [ ] = another dose, or the depositor's remark. Calls come from the whole dose curve; as a rule, active = well fitted curve in the direction sought with a large enough effect; inconclusive = small, poorly fitted or top-dose-only effect, or another doubt; inactive = no such curve, though single readings can be large; an effect the other way counts as inactive or inconclusive. Potency is the fitted concentration of half-maximal effect. Some of the compounds tested; the hit share may differ from the screen's.

SMILES	Pol iota inh	APEX1 inh	POLH inh	BAZ2B block	BLM helicase inh	G9a block	Pol kappa inh	POLB inh	JMJD2A Tudor inh
Cc1ccc(S(=O)(=O)Cc2ccc(C(=O)N3CCCC3)o2)cc1	0.4%	-2.5%	-5.4%	-10.2%	5.3%	?	-10.6%	14.0%	-13.1%
CCOC(=O)c1ccc(CNC(=O)c2n[nH]c(=O)c3ccccc23)o1	1.5%	1.3%	-11.6%	0.0%	-3.0%	?	-7.8%	1.4%	-17.3%
CC1CN(C(=O)Nc2ccc(C(=O)NCCc3ccc(Cl)cc3)cc2)c2ccccc2S1 (stereo not given)	1.0%	·	-5.0%	-1.5%	-4.2%	6.9%[59 µM]	-12.8%	25.3%	-9.7%
O=S(=O)(Cc1ccccc1)N(O)c1ccccc1	71.1%[activator]	5.6%	-7.0%	?	-3.7%	20µM*	-3.9%	9.3%	-20.1%
O=C(Nc1sc2c(c1C(=O)NCc1ccco1)CCCC2)c1cc(=O)c2ccccc2o1	?	·	·	-16.5%	-20.5%	0.6%[59 µM]	?	?	-17.4%
Cc1ccc(S(=O)(=O)Nc2nccs2)cc1[N+](=O)[O-]	5.3%	22.5%	-2.0%	-7.0%	-3.7%	·	-0.6%	43.5%	-11.3%
CCOC(=O)C1CCCN(C(=O)c2c(-c3ccccc3Cl)noc2C)C1 (stereo not given)	9.0%	-0.1%	-6.1%	-1.0%	0.4%	9.1%[59 µM]	-5.9%	3.8%	-9.9%
Cn1c(N)c(C(=O)CSc2n[nH]c(N)n2)c(=O)n(C)c1=O	-5.8%	-11.5%	-15.4%	11.9%	·	?	-3.1%	·	-14.5%
CN(C)C(CNC(=O)c1cccs1)c1ccco1 (stereo not given)	-2.3%	11.4%	1.3%	2.8%	·	15.4%[59 µM]	-23.1%	·	-23.3%
CCCc1nc(N2CCCC2)c(C#N)c2c1CCCC2	9.6%	2.9%	-1.4%	56.7%[activator]	-0.5%	104.4%[activator]	-6.4%	-1.3%	-14.1%
O=c1[nH]c(C2CCN(S(=O)(=O)c3ccc(C(F)(F)F)cc3)CC2)nc2c1nnn2Cc1ccccc1	25.1%	1.3%	-17.8%	-2.9%	-12.0%	-3.5%	2.8%	9.0%	-15.1%
CSc1ccc(NC(=O)Nc2cccn(Cc3ccccc3F)c2=O)cc1	2.1%	3.5%	-7.9%	-15.3%	-2.0%	9.8%	-0.6%	0.2%	?
C[C@@]12C(=O)N(CC3CCCO3)CC(=O)N1[C@H]1c3cc(Cl)ccc3OC[C@@H]1[C@@H]2c1ccccc1 (stereo not given in full)	5.2%	-7.3%	-11.2%	·	·	·	16.0%	·	-16.5%
CC(NC(=O)CCCCCCN1C(=O)c2ccccc2C1=O)c1ccc2c(c1)CCCC2 (stereo not given)	2.9%	2.3%	-23.1%	-2.0%	-5.1%	31.8%[59 µM]	-6.3%	-21.0%	2.8%
CCOc1ccc(NC(=O)NC(=O)N(C)S(=O)(=O)c2ccc(C)cc2)cc1	18.9%	-3.8%	-3.4%	·	0.5%	?	9.6%[60.1 µM]	0.6%	-8.7%
O=C(COC(=O)CSc1ccc(F)cc1)NNC(=O)c1ccc([N+](=O)[O-])cc1	20.3%	14.0%	-14.2%	3.6%	·	0.3%	0.8%	·	-2.1%
N/C(=N\OC(=O)c1ccc(OCC(F)(F)F)nc1)c1ccc(Cl)cc1	19.4%	-11.0%	-15.9%	5.6%	-4.7%	17.0%[59 µM]	-8.3%	23.3%	18.3%
CC(C)(C)C1CCC2(CC1)C(C#N)=C(SCC(=O)Nc1ccccc1)NC(=O)C2C#N (stereo not given)	?	0.3%	-13.5%	?	-18.2%	-44.5%[0.0925 µM]	-18.8%	?	?
CN(CC(=O)Nc1ccc(F)cc1)C(=O)CSc1nncs1	15.6%	23.1%	-18.4%	-3.1%	0.7%	16.5%	-3.0%	4.3%	2.8%
COc1ccc(NC(=O)CC2C(=O)N(c3cccc(OC)c3)C(=O)N2CCc2cccs2)cc1 (stereo not given)	24.8%	·	-15.5%	-13.1%	-6.2%	2.8%[59 µM]	-6.2%	1.6%	-13.6%
COc1ccc(N2C(=O)c3ccccc3NC2c2cccnc2)cc1 (stereo not given)	51.5%[activator]	-5.8%	-8.6%	-17.7%	-5.6%	-23.3%	-8.0%	-14.5%	-9.0%
Cc1nc2ccccc2c(=O)n1NC(=O)Cc1ccc([N+](=O)[O-])cc1	-5.1%	7.8%	1.0%	-2.0%	-8.7%	17.7%	-0.8%	11.6%	-12.0%[57.1 µM]
O=C(N/N=C\c1cc(Br)ccc1O)c1ccc(S(=O)(=O)N2CCCCC2)cc1	103.1%[activator]	4.1%	-4.6%	-8.3%	-7.1%	54.6%[activator][59 µM]	-0.7%	-12.0%	?
O=C(CSc1nc(=O)n2cc(Cl)ccc2n1)Nc1cccc2ccccc12	?	32.3%	?	?	·	-30.0%[12.7 µM]	-43.7%	·	-25.3%

Some values from above:
In POLH inh, O=C(COC(=O)CSc1ccc(F)cc1)NNC(=O)c1ccc([N+](=O)[O-])cc1 is entered as -14.2%
In BLM helicase inh, Cc1ccc(S(=O)(=O)Cc2ccc(C(=O)N3CCCC3)o2)cc1 is entered as 5.3%
In Pol kappa inh, Cc1ccc(S(=O)(=O)Nc2nccs2)cc1[N+](=O)[O-] is entered as -0.6%
In Pol iota inh, CCOC(=O)c1ccc(CNC(=O)c2n[nH]c(=O)c3ccccc23)o1 is entered as 1.5%
In APEX1 inh, CCOC(=O)C1CCCN(C(=O)c2c(-c3ccccc3Cl)noc2C)C1 (stereo not given) is entered as -0.1%

More entries:
SMILES	Pol iota inh	APEX1 inh	POLH inh	BAZ2B block	BLM helicase inh	G9a block	Pol kappa inh	POLB inh	JMJD2A Tudor inh
C=C(C)c1cccc(C(C)(C)NC(=O)NC2CCN(Cc3ccccc3)CC2)c1	?	-7.5%	-9.1%	-0.1%	-0.7%	15.7%	-7.5%	1.1%	-15.1%
COC(=O)CN1C(=S)N(Cc2ccccc2)C(=O)C1CC(=O)Nc1ccc(Br)cc1 (stereo not given)	-9.1%	-6.2%	-26.0%	-28.6%	-15.9%	1.8%[12.7 µM]	-11.4%	-0.3%	-9.0%
CC1CCN(S(=O)(=O)c2ccc3c(c2)c(=O)c(C(=O)NC2CCCC2)cn3C)CC1	7.2%	-3.2%	-1.3%	0.0%	-1.3%	-1.9%	-1.8%	1.4%	-6.3%
CC(C)(C)c1cc2ncnc(N3CCCCC3)c2s1	68.1%[activator]	7.0%	-8.1%	3.1%	-1.9%	16.1%[0.501 µM]	-13.3%	22.8%	-3.4%
CCc1ccc(NC(=O)CC(NCc2cccnc2)C(=O)O)cc1 (stereo not given)	-14.1%	·	-5.2%	4.4%	-4.0%	?	4.8%	28.9%	1.4%
CC(NS(=O)(=O)c1ccc(NC(=O)N2CCCCC2)cc1)c1ccccc1 (stereo not given)	19.7%	-22.4%	-7.5%	-7.6%	-1.3%	1.9%	-4.9%	-6.1%	-13.1%
Cc1ccc(NC(=O)C2CCN(S(=O)(=O)c3ccc4c(c3)oc(=O)n4C)CC2)cc1	58.6%[activator]	71.8%[activator]	-0.4%	1.4%	-5.4%	13.5%	-0.3%	10.2%	-2.8%
Cc1ccc(NC(=O)c2ccc(=O)n(Cc3ccccc3C)c2)c(C)c1	3.7%	·	-11.4%	3.9%	-2.3%	5.0%[59 µM]	-2.5%[60.1 µM]	17.7%	-2.6%
C/C=C(\C)C(=O)OC1[C@H](OC(C)=O)C2(CO)C(CC1(C)C)C1=CCC3C4(C)CCC(O[C@@H]5O[C@H](C(=O)O)[C@@H](O[C@@H]6O[C@H](CO)[C@@H](O)[C@H](O)[C@H]6O)[C@H](O)[C@H]5O[C@H]5O[C@H](CO)[C@@H](O)[C@H](O)[C@H]5O)[C@](C)(CO)C4CCC3(C)[C@]1(C)C[C@H]2O (stereo not given in full)	4.1%	·	-3.2%	·	·	·	-12.9%	·	-33.3%
Nc1nc(C23CC4CC(CC(Cl)(C4)C2)C3)cs1	13.2%	-3.6%	-22.4%	70.8µM*	-3.8%	5.6%[59 µM]	-8.6%	-8.9%	-26.1%
Cn1c(C(=O)NCC2CCCO2)cc2c(=O)n(C)c3ccccc3c21 (stereo not given)	9.4%	2.1%	-5.1%	2.1%	-3.0%	?	15.3%	1.4%	-3.6%
O=c1oc2ccccc2c(O)c1CN1CCCCC1	-18.2%	11.4%	-8.3%	-3.6%	-3.6%	?	1.8%	18.4%	4.2%

Whole records from above. Order of values: Pol iota inh, APEX1 inh, POLH inh, BAZ2B block, BLM helicase inh, G9a block, Pol kappa inh, POLB inh, JMJD2A Tudor inh
Shown for `Cc1ccc(NC(=O)c2ccc(=O)n(Cc3ccccc3C)c2)c(C)c1` : 3.7%, ·, -11.4%, 3.9%, -2.3%, 5.0%[59 µM], -2.5%[60.1 µM], 17.7%, -2.6%
Shown for `Cc1ccc(S(=O)(=O)Nc2nccs2)cc1[N+](=O)[O-]` : 5.3%, 22.5%, -2.0%, -7.0%, -3.7%, ·, -0.6%, 43.5%, -11.3%

Going on with the list.
SMILES	Pol iota inh	APEX1 inh	POLH inh	BAZ2B block	BLM helicase inh	G9a block	Pol kappa inh	POLB inh	JMJD2A Tudor inh
CCNC(=S)N(Cc1ccco1)Cc1cc2cc(OCC)ccc2[nH]c1=O	41.9%[activator]	-1.6%	-19.2%	?	0.2%	44.7µM*	5.8%	-10.3%	-21.3%
Fc1cccc(-c2cc3nc4c(c(NCc5ccco5)n3n2)CCCC4)c1	-11.5%	6.4%	-19.2%	-4.1%	-11.1%	4.6%[59 µM]	-8.9%	20.4%	-30.9%
COc1ccccc1C(=O)Nc1ccc(C(=O)N2CCCCC2)cc1	-2.3%	0.7%	-6.9%	1.6%	0.9%	·	-11.6%	5.2%	-8.3%
CCn1c(SCC(=O)O)nnc1C1CCCCC1	-7.8%	-2.1%	-2.6%	-7.1%	-0.5%	15.3%[2.33 µM]	-5.5%	3.5%	-6.5%
CCOP(=O)(OCC)C(Nc1cccc(C(F)(F)F)c1)c1ccc(F)cc1 (stereo not given)	14.0%	-7.1%	-15.3%	9.6%	-9.2%	14.6%[59 µM]	-7.9%	0.0%	-10.4%
O=C(CC1C(=O)NCCN1CC1CCCCC1)NCCc1ccc(F)cc1 (stereo not given)	?	0.0%	-0.5%	-25.2%	-2.5%	-33.7%	-7.2%	-1.7%	-11.9%
